Growth percent in the NCI-60 one-dose screen (48 h, 10 µM unless noted): 100 = growth as untreated, 0 = no growth, -100 = all killed.
SNB-19: SNB-19 CNS cancer cells; actives 2.5% (n = 81,000); AID 1794751
SF-295: SF-295 CNS cancer cells | actives 5.6% (n = 79,000) | AID 1794758
SNB-75: SNB-75 CNS cancer | actives 5% (n = 79,000)
DU-145: DU-145 prostate cancer | actives 4.2% (n = 81,000) | AID 1794760
PC-3: PC-3 prostate cancer cells. AID 1794754. actives 3.9% (n = 80,000)
U251: U251 CNS tumor cells; actives 5.4% (n = 80,000); AID 1794753
SF-268: SF-268 CNS cancer cells; actives 3.1% (n = 82,000); AID 1794759
SF-539: SF-539 CNS cancer; AID 1794752; actives 6.8% (n = 81,000)
HCC-2998: HCC-2998 colon cancer | actives 4.7% (n = 79,000)
* marks the source's active call; other numbers are inactive results; . = no result given; & = joins results of further samples. How the source made its calls: active means growth percent below 10; inactive means the rest.

Every second line gives: DU-145, SF-539, PC-3, SF-268, SNB-75, SF-295, U251, SNB-19, HCC-2998
(1) CCOC(=O)C1=C(C)NC(=O)NC1c1ccc(OC)cc1 (configuration not stated)
    108, 95, 98, 101, 77, 99, 87, 100, 107
(2) COc1ccc(-c2csc(NC(=O)CSc3nc(C)cc(=O)[nH]3)n2)cc1
    106, 101, 95, 96, 96, 99, 102, 89, 117
(3) CCCNc1nc2ccccc2c2c(=O)c3ccc(Cl)cc3sc12
    104, 103, 103, 100, 93, 105, 97, 105, 115
(4) O=C(/C=C/c1cccs1)c1ccc(Cl)c(Cl)c1
    104, 96, 99, 100, 90, 100, 97, 105, 118
(5) COc1cc([C@H]2Nc3cc(Cl)cc(Cl)c3C3C=CCC32)cc(Br)c1OC (some centres not stated)
    98, 91, 86, 92, 81, 90, 88, 104, 105
(6) COc1cc2c(c(OC)c1OC)C(=O)CC(c1cccc(NC(=O)c3cc(NC(=O)[C@@H](N)CO)ccc3Cl)c1)O2 (some centres not stated)
    106, 92, 87, 93, 77, 94, 96, 101, 114
(7) CC/C(=C/c1c(O)cccc1OC)c1ccc2c(OC)cccc2[o+]1
    112, 98, 95, 100, 99, 99, 99, 99, 106
(8) Cc1ccc2c(c1)C13C(=C2c2ccccc2)CCCN1C(=O)c1ccccc13 (configuration not stated)
    101, 95, 78, 93, 67, 96, 93, 89, 117
(9) O=[N+]([O-])c1ccc(S(=O)(=O)/N=C2\CCCCO2)cc1
    108, 96, 94, 105, 87, 106, 95, 114, 102
(10) COc1cccc2c1n([O-])c1cccc(OC)c1[n+]2=O
    61, 68, 58, 62, 87, 120, 80, 80, -4.2*
(11) COc1ccc(-c2cc(O)c(C(=O)Nc3ccccc3)s2)cc1
    100, 109, 93, 100, 92, 101, 98, 94, 103
(12) CCOC(=O)C1=C2C(=O)[C@@]3(C)CC(=O)C[C@H]3C[C@H](C)[C@H]2CC[C@@H]1C
    115, 109, ., 105, 88, 105, 90, 90, 109
(13) N#Cc1cnn(C(=O)c2cnc3n(c2=O)CCCCC3)c1N
    114, 99, 98, 96, 88, 98, 99, 99, 104
(14) COc1ccc(-c2c(NC(=O)Nc3ccccc3)cnn2-c2ccc(S(N)(=O)=O)cc2)cc1
    104, 110, 107, 98, 58, 115, 96, 109, 113
(15) FC(F)(F)c1ccc(-c2cnc(CNCCCC(F)(F)C(F)(F)C(F)(F)C(F)(F)C(F)(F)C(F)(F)C(F)(F)C(F)(F)F)nc2NC2CCCCCC2)cc1
    98, 112, 48, 90, 92, 65, 73, 85, 100
(16) COc1ccccc1/C=C/C(=O)c1ccc(OC)c(S(N)(=O)=O)c1
    26, -4.7*, 48, 21, 9.0*, 22, 5.1*, 27, 29
(17) COc1ccc(/C=C/C(=O)/C=C(/C=C/c2ccc(OC)c(OC)c2)OB(F)F)cc1OC
    35, 29, 32, 35, 77, 69, 8.4*, 53, 102
(18) O=C(NCc1cccnc1)c1ccc([N+](=O)[O-])o1
    -68*, -31*, 25, 33, -3.3*, 21, 4.9*, 17, -98*
(19) NCC1=C(c2ccccc2)Nc2ncc(-c3ccc(Cl)c(Cl)c3)n2C1O (configuration not stated)
    112, 100, 97, 97, 74, 98, 93, 108, 102
(20) COc1cc(OC)cc(-c2ccc(-c3ccc(C(=N)N)cn3)s2)c1
    66, 83, 69, 94, 95, 89, 5.8*, 92, 56
(21) Cc1nccn1C
    111, 91, 104, 107, 93, 94, ., 104, 113
(22) C(#Cc1ccccc1C#Cc1ccccn1)c1ccc(OCCCCCCOc2ccc(C#Cc3ccccc3C#Cc3ccccn3)cc2)cc1
    76, 25, 40, 89, 93, -3.2*, 50, 72, 59
(23) CC1=CC(=O)C(/C(C)=N/NC(=O)c2ccccc2NC(=O)c2ccc(C)cc2)C(=O)O1 (configuration not stated)
    99, 102, 86, 91, 91, 107, 90, 97, 108
(24) O=C(OCCCCI)c1ccccc1
    114, 110, 103, 109, 91, 106, 95, 106, 102
(25) CN1CCN(CCCOc2ccc3ncnc(Nc4ccc(OCc5cccc(F)c5)c(Cl)c4)c3c2)CC1
    19, -89*, -19*, -43*, 65, -57*, ., 3.5*, -81*
(26) N#Cc1c(-c2ccc(Cl)cc2)cc(-c2ccc(Br)s2)[nH]c1=O
    110, 100, 94, 98, 92, 88, 96, 91, 106
(27) CCN(CC)CCCNCCS
    102, 109, 95, 105, 95, 101, 95, 103, 98
(28) O=C1/C(=C/c2ccc([N+](=O)[O-])cc2)Oc2ccc(O)cc21
    103, 86, 88, 90, 96, 68, 64, 91, 46
(29) CCOC(=O)C1Cc2ccccc2OC1=O (configuration not stated)
    115, 104, 95, 115, 107, 96, 101, 90, 118
(30) c1ccc(-c2ccc(-c3nc4ncccn4c3NCCN3CCOCC3)cc2)cc1
    104, 96, 94, 92, 79, 100, 96, 93, 105

Remaining list, next part:
Every second line gives: DU-145, SF-539, PC-3, SF-268, SNB-75, SF-295, U251, SNB-19, HCC-2998
(31) COCCn1cc(-c2nc(-c3ccsc3)cs2)c2cc(F)ccc21
    97, 96, ., 96, 104, 89, 89, 111, 101
(32) COc1cccc(C(=O)NNc2nc(-c3ccccc3)nc3ccccc23)c1
    80, 97, 89, 97, ., 84, 82, 91, 121
(33) O=C(COc1ccc(-c2nc3cc(Cl)c(Cl)cc3[nH]2)cc1)N=Nc1c(O)[nH]c2ccc(Cl)cc12
    75, 84, 61, 89, 68, 75, 34, 57, 95
(34) CC(N=C(NC#N)Nc1ccncc1)C(C)(C)C (configuration not stated)
    107, 108, 82, 103, 72, 96, 97, 103, 94
(35) Cn1c(=O)c2[nH]c(=O)[nH]c2n(C)c1=O
    128, 99, 102, 99, 95, 121, 107, 103, 100
(36) CCOC(=O)C1=C(c2ccccc2)N=C2Sc3c(-c4ccc(Br)cc4)nc(N)nc3N2C1c1ccc(O)c(OC)c1 (configuration not stated)
    105, 97, 90, 91, 86, 107, 96, 90, 107
(37) CCCCCCCCCCN1CC2CCCCC2C1 (configuration not stated)
    69, 85, 48, 72, 66, 85, 53, 80, 83
(38) CC(NC(=O)/C=C/c1ccco1)C(=O)NC(Cc1ccccc1)C(N)=O (configuration not stated)
    109, 103, 100, 109, 103, ., 104, 113, 103
(39) CCOCCOCCN1CNc2nc(N)[nH]c(=O)c2C1
    114, 102, 89, 114, ., 103, 108, 98, 103
(40) C=CCC(C(=O)O)(c1ccccc1)c1ccccc1
    107, 106, 101, 102, 93, 102, 95, 112, 100
(41) CCOC(=O)c1c(C)oc2ncnc(Nc3ccc(C(=O)Nc4cccc(Cl)c4)cc3)c12
    76, 107, 78, 103, 105, 115, ., 102, 105
(42) O=C1C=C(NCCN2CCOCC2)C(=O)c2c(OCc3ccccc3)cccc21
    96, ., 93, 89, 81, 101, 94, 94, 115
(43) CS(=O)(=O)c1nccc(-c2c(-c3ccc(OCCN4CCOCC4)cc3)nc3sccn23)n1
    105, 89, 103, 98, 85, 100, 106, 111, 105
(44) CC(C)C[C@H](NC(=O)[C@H](Cc1ccccc1)n1ccc(N2CCCCC2)cc1=O)B(O)O
    41, -12*, 28, -8.0*, 4.2*, 7.1*, 18, 29, -37*
(45) COc1cc(Nc2nc3ccccc3cc2C(=O)N2CCN(c3ncccn3)CC2)cc(OC)c1OC
    105, 91, 89, 84, 84, 97, 85, 90, 107
(46) COc1ccc(-c2cc(-c3ccc(N(C)C)cc3)c(C#N)c(N3CCCC3)n2)cc1
    87, 89, 82, 97, 100, 94, 86, 90, 84
(47) N#CC1(C#N)C(c2coc3ccc(F)cc3c2=O)OC23CCCCC2C1(C#N)C(=N)O3 (configuration not stated)
    87, 101, 99, 83, 84, 100, 109, 104, 103
(48) Nc1nc(NC(=O)Nc2ccc(S(N)(=O)=O)cc2)nn1-c1ccc(S(N)(=O)=O)cc1
    98, 96, 93, 95, 98, 104, 103, 96, 102
(49) COc1cc(NCC(O)CN(CC(C)C)CC(C)C)c2ncccc2c1 (configuration not stated)
    113, 102, 59, 99, 83, 92, 81, 90, 94
(50) NNC(=O)C(O)(c1ccccc1)c1ccccc1
    123, 109, 91, 117, 105, 112, 107, 95, 103
(51) O=C1/C(=C/c2ccc(B(O)O)cc2F)Oc2ccccc21
    102, 106, 83, 89, 87, 98, 85, 90, 113
(52) Nc1nc(N)c([N+](=O)[O-])c(=O)[nH]1
    113, 106, 94, 115, 106, ., 102, 108, 103
(53) Cc1noc(NS(=O)(=O)c2ccc(Nc3nc(CC(=O)Nc4ccccc4)cs3)cc2)c1C
    107, 105, 95, 103, 91, 107, 97, 107, 100
(54) C=C1C(=O)OCC1C(=O)O (configuration not stated)
    118, 103, 95, 113, 114, 110, 104, 95, 103
(55) CCC(=O)Oc1cc(/C=C/C(=O)O[C@H]2C[C@H]3CN4CCc5c([nH]c6cc(OC)ccc56)[C@@H]4C[C@@H]3[C@@H](C(=O)OC)[C@@H]2OC)ccc1OC
    83, 85, 65, 75, 37, 106, 61, 87, 115
(56) CC1(C)[C@@H]2CC[C@@]1(C)C(=O)C2
    111, 110, 102, 106, 86, 119, 95, 107, 111
(57) Cc1ccc2cc(CCCC(=O)O)ccc2c1
    122, 101, 92, 115, ., 103, 100, 105, 106
(58) CC1CC2OC2CC1COC(=O)C1CC2OC2CC1C (configuration not stated)
    108&118, 109&91, 95&103, 99&119, 88&81, 105&111, 100&96, 95&101, 112
(59) c1ccc(OCCOCCOc2ccccc2)cc1
    119, 108, 92, 109, 89, ., 100, 96, .
(60) O=C1NN(c2ccccc2)C(c2ccc3c(c2)OCO3)N2CCC[C@@H]12 (some centres not stated)
    101, 111, 91, 94, 94, 103, 95, 103, 82

Going on with the list:
Every second line gives: DU-145, SF-539, PC-3, SF-268, SNB-75, SF-295, U251, SNB-19, HCC-2998
(61) C#CCNC(=O)[C@]12CC[C@@H](C)[C@H](C)[C@@H]1C1=CC[C@@H]3[C@@]4(C)Cc5c([nH]c6ccccc56)C(C)(C)[C@@H]4CC[C@@]3(C)[C@]1(C)CC2
    107, 92, 61, 78, 83, 85, 88, 86, 102
(62) COc1ccc(/C=N\Nc2ccc([N+](=O)[O-])cn2)cc1OC
    74, 32, ., 73, -0.4*, 35, -19*, 40, 100
(63) CC(=O)NN1CCN(C)CC1
    123, 91, 87, 99, 93, 141, 93, 104, 135
(64) COc1cc(/C=C/C(=O)Nc2ccc(-c3nc4ccc(F)cc4s3)cc2)cc(OC)c1OC
    104, 110, 105, 114, 101, 97, 100, 100, 106
(65) NC(=O)c1c(NC(=O)Nc2ccc(F)c(Cl)c2)sc2cc(O)ccc12
    71, 97, 72, 71, 91, 88, 65, 91, 98
(66) Cc1sc2ncn(CC(=O)Nc3ccc(S(N)(=O)=O)cc3)c(=O)c2c1C
    112, 96, 101, 98, 86, 104, 100, 98, 113
(67) COCCCNCC(=O)Nc1c(C)cccc1C
    113, 95, 102, 109, 115, ., 104, 110, 122
(68) CCOc1ccc(NC(=O)CC(C)O)cc1 (configuration not stated)
    ., 96, 103, 94, 97, 103, 80, 104, 114
(69) N#CC1c2ccccc2C=CN1C(=O)c1ccccc1 (configuration not stated)
    94&108, 87&112, 146&92, 85&111, 98&92, 93&101, 98&101, 109&103, 115&109
(70) CCOC(=O)c1cn2c3c(cc(C)cc3c1=O)C(=O)/C(=C/c1ccc(F)cc1)C2
    101, 108, 87, 94, ., 104, 87, 88, 110
(71) COc1ncc(-c2ccc3ncnc(Nc4cccc(Cl)c4)c3c2)cc1NS(=O)(=O)CCN1CCOCC1
    19, -19*, 12, 23, -19*, -24*, 28, 21, 19
(72) O=c1c2ccccc2nc2n1Cc1nc3ccccc3c(=O)n1C2
    102&96, 102&99, 107&99, 103&87, 105&87, 112&105, 108&105, 92&102, 104&106
(73) Nc1c(C(=O)c2ccc3c(c2)OCO3)sc2nc3c(cc12)CN(Cc1ccccc1)CC3
    97, ., ., 95, 44, 72, 81, 100, 97
(74) Cc1ccc(S(=O)(=O)c2c(NC(=O)c3ccc(Cl)cc3Cl)n[nH]c2Nc2ccccc2)cc1
    112, ., 88, 98, 99, 98, 90, 92, 116
(75) CCN(CC)CCOc1ccc(NC(C)=O)cc1
    108, 98, 101, 101, 93, 98, 99, 103, 112
(76) Nc1ccc(F)c(C(F)(F)F)c1
    105, 92, 100, 97, 93, 104, 99, 97, 105
(77) O=C1CSC(c2ccc(C(F)(F)F)cc2)N1NC(=O)C(O)(c1ccccc1)c1ccccc1 (configuration not stated)
    107, 97, 77, 94, 74, 99, 56, 104, .
(78) Cc1cccc(NC(=O)CN2CCN(c3cc(=O)[nH]c4ccc(F)cc34)CC2)c1
    105, 96, 93, 93, 81, 107, 101, 91, 101
(79) C[C@]12C[C@H](c3ccoc3)OC(=O)[C@H]1CC[C@@]1(C)[C@@H]2C=C[C@@H](O)[C@]1(O)C(=O)O
    103, 98, 78, 97, 84, 88, 101, 105, 101
(80) CC(C)CC(C)NCC(C)O (configuration not stated)
    106, 110, 99, 106, 95, 104, 100, 97, 95
(81) O=C1OC(=O)c2c(I)cccc21
    117, 94, 100, 111, 90, 93, 98, 110, 105
(82) O=C(Nc1ccccn1)c1ccc(-n2c(=O)[nH]c3ccccc3c2=O)cc1
    93, 98, 99, 69, 55, 82, 61, 67, 115
(83) Cc1c(C(=O)N[C@H]2CCCN(Cc3ccccc3)C2)nn(-c2ccc(Cl)cc2Cl)c1-c1ccc(Cl)cc1
    84, 108, 43, 87, 77, 97, 78, 92, 85
(84) O=C(OCc1ccc2c(c1)OCO2)c1cccc2ccccc12
    100, 103, 99, 93, 92, 107, 104, 99, 101
(85) O=C(O)CC(O)(CC(=O)O)C(=O)O
    107&120&112, ., 107&110&106, ., ., ., ., ., 100&106&106
(86) CN1CCC2(CC1)OC(c1ccccc1)C(c1ccccc1)O2 (configuration not stated)
    103, 100, 92, 94, 82, 106, 91, 103, 100
(87) CC/C(=C(/c1ccc(O)cc1)c1ccc(OCCN(C)C(=O)COCCOCCNC(=O)c2ccc3c(c2)CN([C@@H]2CCC(=O)NC2=O)C3=O)cc1)c1ccccc1
    109, 91, 39, 84, 35, 95, 91, 76, 83
(88) CC12OC(c3ccccc3)C(C)(C1=O)C(c1ccccc1)=C2c1ccccc1 (configuration not stated)
    94, 88, 38, 87, 66, 81, 57, 72, 71
